Screening results (PubChem)
KCNH2 3.1 block = blocks the human KCNH2 3.1 channel isoform | AID 720553 | activity change, % (tested at about 1.8 µM) | actives 0.95% (n = 340,000) | U2OS KCNH2 3.1, thallium flux FluxOr; stronger effect = lower value;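 active = maximum activity change below -70%; inconclusive = maximum activity change from -70% to -50%; inactive = maximum activity change above -50%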;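 also: thallium influx rate constant from kinetic fluorescence after stimulation buffer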
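Virally transduced U2OS (3.1 isoform, 4 h infection in dark at RT) → overnight 37 C → FluxOr + Red40 in HBSS/HEPES, 45 min → stimulation buffer, 2 min kinetic read → rate constant vs DMSO controls.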
GALK inh = galactokinase (human) inhibition; P51570; Purified GALK, Kinase-Glo residual ATP luminescence; Potency, µM (highest dose often 57.5 µM), without a hit: at the highest dose activity change, negative = inhibition, most hits filed as inhibitors; actives 0.007% (n = 270,000); AID 1868; also: potency is read from the fitted curve at half-maximal effect
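Kinase-Glo Plus luminescence measured ATP left after a 1 h room-temperature reaction. The reaction used 5 nM GALK, 100 uM galactose and 35 uM ATP at pH 8.0 (20 mM HEPES, 5 mM MgCl2, 60 mM NaCl, 1 mM DTT, 0.01% BSA).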
uPA surface inh = inhibitors of cell surface uPA generation; cell surface uPA generation assay, qHTS; Potency, µM (titrated, usually from 38.3 µM), for the others: at the top dose activity change, negative = inhibition, usual class: inhibitors; actives 0.31% (n = 330,000); active = well fitted inhibition curve with a large enough effect; inconclusive = small, poorly fitted or top-dose-only effect; inactive = no such curve, though single readings can be large or run the other way; tested in mouse RAW 264.7 cells; also: potency is read from the fitted curve at half-maximal effect; nearly all actives have a fitted effect of over 55% in size
BCR signal inh = blocks chronic active B-cell receptor signaling; actives 0.05% (n = 340,000); Potency, µM (top dose mostly 46.1 µM), inactives show at the highest dose ratio change, negative = lower green/red ratio, hits mostly inhibitors; ABC-DLBCL IkBa-CBG/CBR reporter, luminescence ratio, 4 h; active = well fitted inhibition curve with a large enough effect in the signal ratio, with a control signal flat, not every such curve was filed as active; inconclusive = small, poorly fitted or top-dose-only effect, or effect the other way, or a change in a side signal; the % refers to the signal ratio;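 also: potency is read from the fitted curve at half-maximal effect; plate controls were basal doxycycline-induced cells for no effect and cells given 10 µM MG132 for full effect; MG132 reads +100%, hits lower the ratio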
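Concentration-response series (up to 46 uM) were applied to TMD8 dual-reporter cells for 4 h at 37C with doxycycline. Green/red ratio, after filter-overlap correction, defined %Activity; red signal alone was normalised to basal cells and zero luminescence.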
B2AR arrestin = recruits beta-arrestin to the human beta2-adrenergic receptor | P07550 | beta-arrestin recruitment to beta2AR, cell-based reporter | Potency, µM (top dose mostly 46.1 µM), for the others: at the highest dose activation, actives largely listed as activators | actives 0.02% (n = 330,000) | AID 492947;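 also: potency is read from the fitted curve at half-maximal effect; 0% = DMSO controls and full agonism = EC100 isoproterenol or metaproterenol; nearly all actives have a fitted effect of over 65% in size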
Giardia killer = Giardia lamblia killing; Giardia lamblia trophozoite viability; activity change, % at 7.66 µM, hits read low; actives 0.15% (n = 340,000); AID 540267; in the data active = activity change below about -80%; inconclusive = between about -30% and that limit;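 also: parasites exposed to compound for two days anaerobically before the ATP read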
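Trophozoites 100 cells/well + cpd; 48 hrs, 37 deg C, anaerobic. ATPLite 1-Step added, 15-30 min RT, luminescence read (ATP-based viability).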
hERG WT inh = inhibitors of human wildtype KCNH2 potassium channel | Q12809 | U2OS, BacMam KCNH2, thallium flux FluxOr; stronger effect = lower value | activity change, % at 1.84 µM | actives 0.37% (n = 340,000) | AID 720551;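 active = maximum activity change below -70%; inconclusive = maximum activity change between -70% and -50%; inactive = maximum activity change above -50%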
Target sequence (Q12809 whole entry, looked up): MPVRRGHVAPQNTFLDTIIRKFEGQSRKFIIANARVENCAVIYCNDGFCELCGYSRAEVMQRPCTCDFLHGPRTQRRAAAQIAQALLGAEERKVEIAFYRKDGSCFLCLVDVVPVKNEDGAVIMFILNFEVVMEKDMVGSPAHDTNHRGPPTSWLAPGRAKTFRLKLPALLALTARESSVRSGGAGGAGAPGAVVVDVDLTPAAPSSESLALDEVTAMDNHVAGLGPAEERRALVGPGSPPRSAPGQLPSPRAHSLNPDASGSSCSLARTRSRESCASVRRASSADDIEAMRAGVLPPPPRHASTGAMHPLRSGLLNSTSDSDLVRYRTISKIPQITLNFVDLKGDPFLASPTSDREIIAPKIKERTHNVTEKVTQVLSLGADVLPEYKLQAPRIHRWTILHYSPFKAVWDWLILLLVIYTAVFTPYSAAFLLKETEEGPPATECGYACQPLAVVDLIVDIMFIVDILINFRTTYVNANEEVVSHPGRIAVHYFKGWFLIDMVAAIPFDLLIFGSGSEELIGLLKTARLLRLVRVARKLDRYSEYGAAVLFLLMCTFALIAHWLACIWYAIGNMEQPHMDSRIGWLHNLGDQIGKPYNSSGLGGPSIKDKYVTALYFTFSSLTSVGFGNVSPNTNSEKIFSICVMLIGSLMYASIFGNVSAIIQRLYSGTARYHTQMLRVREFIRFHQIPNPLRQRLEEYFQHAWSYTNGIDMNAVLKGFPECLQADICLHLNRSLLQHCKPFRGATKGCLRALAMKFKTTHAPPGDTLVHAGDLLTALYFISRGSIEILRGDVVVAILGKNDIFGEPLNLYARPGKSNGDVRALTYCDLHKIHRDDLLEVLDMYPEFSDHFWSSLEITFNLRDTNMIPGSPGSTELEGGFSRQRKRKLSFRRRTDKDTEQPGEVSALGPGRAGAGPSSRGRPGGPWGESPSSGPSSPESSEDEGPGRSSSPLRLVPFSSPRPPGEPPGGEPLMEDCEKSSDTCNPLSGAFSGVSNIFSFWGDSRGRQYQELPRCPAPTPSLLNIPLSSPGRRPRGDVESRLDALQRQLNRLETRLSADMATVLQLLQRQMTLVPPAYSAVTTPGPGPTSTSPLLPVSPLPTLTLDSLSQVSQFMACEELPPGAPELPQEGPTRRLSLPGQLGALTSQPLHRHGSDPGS
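U2OS cells were transduced with wild-type KCNH2 virus (2.03 x 10^8 / mL) for 4 h at room temperature, then cultured overnight at 37 C. Thallium flux was read with FluxOr dye. Rate constants were normalized to DMSO controls.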
USP2a block = inhibitors of human ubiquitin-specific protease USP2a; O75604; USP2 core, Ub-CHOP2 coupled fluorogenic reporter, 485/531; Potency, µM (doses to about 38.3 µM), inactives show top-dose activity change, negative = inhibition, hits mostly inhibitors; actives 0.01% (n = 330,000); AID 463254;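 also: potency is read from the fitted curve at half-maximal effect; plate controls were DMSO wells for no effect and full inhibition by NEM control for full effect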
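USP2 core (10nM final) preincubated 30min RT with compound in 20mM Tris-HCl pH 8.0, 2mM CaCl2, 2mM beta-mercaptoethanol, 0.05% CHAPS; 25nM Ub-CHOP2 plus 25nM reporter substrate added, fluorescence (Ex485/Em531) read after 60min.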
Eya2 inh = inhibitors of human Eya2 phosphatase activity; Potency, µM (series often up to 76.9 µM), for the others: at the highest dose activity, negative = inhibition, most hits filed as inhibitors; actives 0.006% (n = 330,000); recombinant Eya2, OMFP fluorescence dephosphorylation (OMFP is methylfluorescein phosphate); O00167; also: potency is read from the fitted curve at half-maximal effect
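Eya2 protein (added as 0.2 uM solution) was preincubated with compound for 10 min at ambient temperature in 50 mM HEPES pH 7.5, 50 mM NaCl, 5 uM MgCl2, 0.05% BSA, 1 mM DTT. OMFP (added at 50 uM) then reacted 10 min; fluorescence read at 485/525 nm.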
Coupling enz = counter-screen for Giardia aldolase inhibitors: coupling enzyme system; actives 0.67% (n = 290,000); coupling enzyme system counterscreen, AmpLite Red fluorescence; activity change, negative = inhibition, % at 58.2 µM, hits read low; in the data active = activity change below about -30%
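Activity here indicates interference with the coupling reaction, not aldolase inhibition. Compounds at 57.5 uM final met coupling enzymes for 10 min at RT; substrate and AmpLite Red detection followed, with a 525/598 nm fluorescence read after 20 min.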
PKM2 act = activators of human pyruvate kinase M2; purified PKM2, Kinase-Glo ATP luminescence, activation; response scale: 0% is enzyme alone, no compound; actives 0.34% (n = 260,000); P14618; Potency, µM (top dose mostly 57.5 µM), for the others: at the top dose activation, most hits filed as activators; also: potency is read from the fitted curve at half-maximal effect; nearly all actives have a fitted effect of over 55% in size
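ATP formation by purified human PK-M2, quantified via coupled luciferase luminescence after 1 h at room temperature with 0.1 mM ADP and 0.5 mM PEP final.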
* marks the source's active call; other numbers are inactive results; ? = inconclusive; / = no result given; [ ] = another dose, or the depositor's remark. Unless noted, calls follow the shape of the dose curve; as a rule, active = well fitted curve in the direction sought with a large enough effect; inconclusive = small, poorly fitted or top-dose-only effect, or another doubt; inactive = no such curve, though single readings can be large; an effect the other way counts as inactive or inconclusive. Unless noted, % is scaled to controls: 0 for no effect and ±100 for the full control effect.

Below each SMILES – PKM2 act | KCNH2 3.1 block | USP2a block | GALK inh | uPA surface inh | Coupling enz | hERG WT inh | Eya2 inh | BCR signal inh | B2AR arrestin | Giardia killer
- CCCc1cc(C(=O)N2CCCC(C(=O)c3cccc4ccccc34)C2)n(C)n1 (stereo unspecified)
    0% | 15 | 1% | 2% | -8% | 2 | 6 | -15% | -3% | -0.5% | -14
- COc1cccc(N2CCN(CC(=O)NC3=Nc4ccccc4N=C(C)C3c3ccccc3)CC2)c1 (stereo unspecified)
    0% | -27 | 0% | -3% | 9% | -4 | 20 | -25% | ? | -0.4% | -8
- CC1CCc2ccccc2N1CC(=O)Nc1cccc(S(=O)(=O)N2CCCC2)c1 (stereo unspecified)
    / | ? | 0% | / | -10% | / | -1 | -2% | 4% | -0.3% | 26
- CC(=O)c1ccc(OCCCC(=O)N2CCN(S(=O)(=O)c3ccc(C(C)C)cc3)CC2)cc1
    / | 7 | 1% | / | -3% | / | -16 | 1% | 7% | 0.0% | -5
- COc1ccc(NC(=O)c2ccc(C(=O)c3ccccc3)o2)cc1
    -4% | 2 | 2% | -1% | -6% | -1 | 16 | -7% | 0% | 0.4% | -2
- O=C(O)CCCNc1c(C(=O)Nc2ccc(Cl)cc2)cc([N+](=O)[O-])cc1[N+](=O)[O-]
    0% | -11 | 1% | 4% | 0% | 0 | -13 | -9% | ? | 0.4% | 9
- O=C(COc1ccccc1)Nc1ccc(N2CCCCC2)cc1
    / | -2 | 1% | / | -1% | / | 1 | 0% | 1% | -0.1% | -9
- Cc1nn(Cc2ccc(F)cc2)c(Cl)c1/C=N/NC(=O)c1ccccc1
    -2% | -17 | 2% | -1% | -2% | 0 | 5 | 6% | -27% | 3.3% | 6
- Cc1cc2nc3c(c(=O)n2[nH]1)CCCC3
    -3% | -1 | 3% | 0% | -6% | 0 | 18 | 4% | ? | -1.2% | -6
- CCn1c(=N)n(CC(O)COc2cccc(C)c2)c2ccccc21 (stereo unspecified)
    -11% | -25 | 0% | 1% | / | 5 | 57 | -8% | ? | -0.4% | -3
- COc1ccc(C(=O)c2cc([N+](=O)[O-])ccc2N2CCCC2)cc1
    0% | -6 | 5% | 1% | -17% | 0 | -6 | -2% | ? | -0.9% | -16
- COc1ccc([C@]23Cc4cc(OC)c(OC)cc4C(O2)c2c(cc(C)n(Cc4ccccc4)c2=O)O3)cc1
    0%[11.5 µM] | / | 1%[7.66 µM] | / | / | -1 | / | 0%[15.4 µM] | ? | -0.7%[9.22 µM] | /
- CC(C)(C)c1ccc(OCC(=O)Nc2cccc(S(=O)(=O)NC3=NCCCCC3)c2)cc1
    / | -3 | -6% | / | ? | / | 1 | -18% | -6% | 0.3% | 7
- Cc1cccc(NC(=O)CNC(=O)COc2ccc(-c3ccc(C#N)cc3)cc2)c1C
    -3% | -8 | 2% | 2% | -2% | 3 | -5 | 7% | ? | -1.8% | -10
- COc1ccccc1CNC(=O)CN(c1cccc([N+](=O)[O-])c1)S(C)(=O)=O
    4% | -14 | 2% | -2% | 1% | 0 | 0 | 2% | -1% | -0.1% | ?
- COc1ccc(/C=N/N=C2\SCC(=O)N2c2c(C)n(C)n(-c3ccccc3)c2=O)cc1OC
    -5% | 2 | -6% | 0% | -5% | 3 | 8 | 4% | 0% | -0.5% | 10
- COc1ccc(NC(=O)c2cc(-c3ccc4c(c3)OCO4)on2)cc1
    -1% | 4 | -2% | 6% | 16% | 1 | -13 | -5% | ? | -0.3% | -4
- COc1ccc(OC)c(CNC(=O)Cc2c(C(=O)O)[nH]c3ccccc23)c1
    -1% | -13 | -2% | -1% | 1% | 10 | 2 | 29% | 2% | -0.2% | 6
- Cc1cc(C)c(C2=Nn3c(C)nnc3SC2C)cc1C (stereo unspecified)
    / | -6 | 0% | 0% | -7% | 6 | 2 | 1% | -6% | -0.3% | -3
- CCc1ccccc1NC(=O)CNC(=O)c1ccc(-n2cncn2)c([N+](=O)[O-])c1
    / | -8 | 2% | / | 8% | / | -9 | 14% | 8% | 0.3% | -2
- Cc1ccc(S(=O)(=O)Nc2cc(-c3ccccc3)nn2C)cc1
    0% | -29 | -1% | 0% | 0% | 17 | -5 | 21% | -5% | 0.1% | -3
- COc1ccccc1N(C(=O)Cn1nnc(-c2ccc(C)o2)n1)C(C(=O)NC1CCCC1)c1ccncc1 (stereo unspecified)
    / | -5 | 3% | 14% | 1% | 0 | -4 | 13% | 0% | 0.1% | 32[activator]
- Cc1cc(=O)oc2c3c(cc(OCC(=O)NCc4ccncc4)c12)OC(C)(C)CC3
    -3% | 0 | 1% | / | -18% | -1 | 9 | 7% | ? | 0.0% | 3
- CS(=O)(=O)Oc1ccc(Br)cc1/C=C1/N=C(c2ccco2)OC1=O
    -14% | / | 3% | 0% | -2% | 13 | 6 | -11% | 4% | -1.7% | 6
- Cn1c(=O)c2c(nc(SCC(=O)NCc3ccc4c(c3)OCO4)n2Cc2ccc(F)cc2)n(C)c1=O
    -18% | -14 | 0% | 1% | 2% | -1 | -3 | -10% | 12% | -0.5% | -15
- CCOc1cc(/C=N/Nc2nc(=O)[nH]nc2C)ccc1O
    1% | 3 | -1% | 0% | 4% | -4 | 1 | 0% | -1% | 0.4% | 9
- C=CCOc1ccc(/C=C2\N=C(C)OC2=O)cc1OC
    -5% | -4 | 2% | -1% | 0% | 2 | -3 | -8% | 3% | -0.4% | -12
- O=C(CCNS(=O)(=O)c1ccccc1)N1CCOCC1
    -1% | 15 | 0% | 0% | 8% | / | -6 | -13% | ? | 0.0% | 6
- O=C(COc1ccc(Br)cc1Cl)c1ccc[nH]1
    0% | 0 | 0% | 1% | 0% | 0 | 0 | -14% | ? | -0.1% | 2
- C[C@@H]1CN([C@H](C)CO)C(=O)c2cc(NC(=O)c3ccncc3)ccc2O[C@@H]1CN(C)C(=O)Nc1ccccc1
    / | 7 | 1% | / | 15% | / | 1 | 22% | ? | -0.5% | -9
- CCOc1cccc2c1OC1(C)CC2NC(=O)N1c1cccc(Cl)c1 (stereo unspecified)
    8% | 23 | -6% | 0% | / | 5 | -13 | 5% | 0% | -0.3% | -7
- O=C(CNC(=O)c1ccccc1Cl)NC1CCN(Cc2ccccc2)CC1
    -1% | -7 | 1% | 0% | -3% | 2 | 4 | 1% | 8% | -0.1% | 0
- O=C(N1CCOCC1)C12CC3CC(C1)CC(C(=O)N1CCOCC1)(C3)C2
    -2% | 3 | -1% | -3% | 2% | 0 | -8 | -6% | 3% | -0.6% | 3
- COc1ccc(NC(=O)CN(C)C(=O)C2CCCO2)cc1 (stereo unspecified)
    / | -2 | 0% | / | -1% | / | 0 | -7% | ? | -0.4% | ?
- Cc1cc2cc(C)c3nnc(SCC(=O)N4CCc5ccccc54)n3c2cc1C
    -7% | / | 1% | -3% | / | 0 | / | -3% | ? | 6.2% | /
- CC1CCCCN1C(=O)C1CCN(c2nc(-c3ccccc3)nc3c2CCC3)CC1 (stereo unspecified)
    / | -3 | 1% | -3% | 2% | -2 | 21 | -2% | ? | 0.3% | 5
- COc1ccc(Cn2c(=O)[nH]c3cc(C(=O)NCCCN4CCCC4)ccc3c2=O)cc1
    8% | -2 | 3% | 0% | 3% | 0 | 3 | 2% | 0% | -0.4% | 1
- Cc1ccc(C)c(S(=O)(=O)NCC(=O)OCC(=O)Nc2sccc2C(N)=O)c1
    / | -6 | 1% | / | 12% | / | -3 | -4% | -8% | -0.2% | 11
- CN(C)Cc1cc(C(C)(C)C)c(O)c(C(C)(C)C)c1
    1% | -7 | 1% | -3% | 2% | -2 | 7 | 7% | 0% | -0.5% | 19
- CCCn1nc(NC(C)=O)c2cc3cccc(C)c3nc21
    / | 2 | 4% | / | -6% | -2 | 2 | -16% | 0% | 0.4% | -8
- O=C(Nc1cccnc1)c1cc(-c2ccccc2)on1
    -7% | 8 | 0% | 2% | 0% | 0 | 2 | -7% | ? | 0.1% | -1
- COc1ccc(-n2ncc3c(N4CCCc5ccccc54)ncnc32)cc1
    0% | -13 | 0% | 0% | -7% | 2 | 3 | -15% | 4% | 0.4% | 17
- COc1ccc(-c2cc(N)n(S(=O)(=O)c3ccc(F)cc3)n2)cc1OC
    -5% | -4 | -3% | 1% | ? | 0 | -22 | 0% | -10% | -0.2% | -11
- CSc1sc(C(=O)NNC(C)=O)c2c1C=CCC2
    -23% | 28 | 0% | / | -1% | -17 | -6 | -3% | 6% | 2.2% | -9
- COC(=O)C1=C(C(=O)OC)[C@@H]2N(C)c3ccccc3[C@@]23C[C@@H](CO)N(C(=O)C2CCC2)C3=N1
    -4%[11.5 µM] | 11 | / | / | 5% | -1 | 0 | / | / | / | 11
